Rab7 wt GTP bind: alters GTP binding to wildtype dog Rab7; GST-Rab7 beads, fluorescent GTP binding, flow cytometry; actives lie on both sides; untreated = 100%, excess cold GTP = 0%; GTP binding activity (percent of control), % at 10 µM; 0.055% of 190,000 active; AID 758;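 active = fluorescent GTP binding to Rab7 beads changed by at least 20 points from the 100% baseline, either direction, mostly lower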;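 note: median green fluorescence of bound Bodipy-FL-GTP per Rab7 bead population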
Avidin fluor: compound fluoresces at 488/530 nm on avidin beads; fluorescence (KMESF) at 10 µM; 0.38% of 220,000 active; compound fluorescence 488/530 nm, flow cytometry; hits give high values; in the data active = fluorescence above about 47; note: inactives centre near 10
Rac1 act GTP bind: modulators of GTP binding to human Rac1 activated mutant; 0.11% of 190,000 active; percent activity (GTP binding), % at 10 µM; AID 764; GST-Rac1 activated beads, fluorescent GTP binding, flow cytometry; actives lie on both sides; 100% means binding = to untreated wells;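 active = GTP binding at least 20 percentage points away from the 100% baseline, in either direction, so actives lie on both sides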
Cdc42 wt GTP: human Cdc42 wildtype GTP binding change, either direction; GST-Cdc42 beads, Bodipy-GTP binding, flow cytometry; actives lie on both sides; percent activity (GTP binding), % at 10 µM; 0.2% of 190,000 active; AID 761;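 active = percent activity GTP binding at least 20 points away from the 100% baseline, either down as inhibitor or up as activator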;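 note: median bead fluorescence of bound Bodipy-FL-GTP at 100 nM; 0% = excess unlabeled GTP control and 100% = no compound control; below 100% means less GTP binding so inhibitor and above means activator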
Mcl1 Noxa PPI: Mcl-1/Noxa interaction inhibition | TR-FRET Mcl-1/Noxa peptide binding, 2 h | 1.5% of 220,000 active | inhibition, % at 21.7 µM;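 active = compounds that cut the protein-peptide binding signal by more than 50% relative to plate controls in a single-dose test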;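 note: His-tagged Mcl-1 with rhodamine Noxa BH3 peptide and terbium anti-His antibody; 0% = Mcl-1 plus Noxa peptide wells and 100% = peptide-only wells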
Target sequence (Q07820 whole entry, looked up): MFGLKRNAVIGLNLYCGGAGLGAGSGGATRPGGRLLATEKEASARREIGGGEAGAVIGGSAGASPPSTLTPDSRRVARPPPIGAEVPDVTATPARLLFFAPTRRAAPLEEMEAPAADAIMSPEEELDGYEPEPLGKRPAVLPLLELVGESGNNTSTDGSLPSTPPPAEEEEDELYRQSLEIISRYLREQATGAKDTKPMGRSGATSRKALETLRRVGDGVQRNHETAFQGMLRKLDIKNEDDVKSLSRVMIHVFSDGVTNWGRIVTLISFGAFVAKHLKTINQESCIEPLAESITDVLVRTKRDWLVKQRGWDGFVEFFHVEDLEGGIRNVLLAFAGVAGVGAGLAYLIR
ABCB1 inh: inhibitors of human ABCB1 transporter, ABCG2 counter-screen. P08183. CCRF-Adr cells, JC-1 efflux, flow cytometry. inhibition, % at 6.6 µM. 0.067% of 190,000 active. AID 1326; in the data active = inhibition above about 40%;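 note: 0% = vehicle and 100% = reference inhibitor; higher value means more JC-1 retained so stronger ABCB1 efflux block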
Pf gamet viab: kills late stage P. falciparum gametocytes; 0.065% of 150,000 active; inhibition, % at 10.9 µM; P. falciparum stage V gametocytes, ATP luminescence, 24 h;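 active = inhibition above the mean plus 3 SD of compounds within the control limits, set per campaign, cut at about 38% in these data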;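 note: 0% = DMSO wells and 100% = medium only without gametocytes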
ABCG2 block: blocks JC-1 efflux by human ABCG2 transporter; Q9UNQ0; IgMXP3 cells, flow cytometry; inhibition, % at 6.6 µM; 0.1% of 190,000 active;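 active = inhibition above 80%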;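 note: 0% = DMSO and 100% = nicardipine control wells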
Target sequence (Q9UNQ0 whole entry, looked up): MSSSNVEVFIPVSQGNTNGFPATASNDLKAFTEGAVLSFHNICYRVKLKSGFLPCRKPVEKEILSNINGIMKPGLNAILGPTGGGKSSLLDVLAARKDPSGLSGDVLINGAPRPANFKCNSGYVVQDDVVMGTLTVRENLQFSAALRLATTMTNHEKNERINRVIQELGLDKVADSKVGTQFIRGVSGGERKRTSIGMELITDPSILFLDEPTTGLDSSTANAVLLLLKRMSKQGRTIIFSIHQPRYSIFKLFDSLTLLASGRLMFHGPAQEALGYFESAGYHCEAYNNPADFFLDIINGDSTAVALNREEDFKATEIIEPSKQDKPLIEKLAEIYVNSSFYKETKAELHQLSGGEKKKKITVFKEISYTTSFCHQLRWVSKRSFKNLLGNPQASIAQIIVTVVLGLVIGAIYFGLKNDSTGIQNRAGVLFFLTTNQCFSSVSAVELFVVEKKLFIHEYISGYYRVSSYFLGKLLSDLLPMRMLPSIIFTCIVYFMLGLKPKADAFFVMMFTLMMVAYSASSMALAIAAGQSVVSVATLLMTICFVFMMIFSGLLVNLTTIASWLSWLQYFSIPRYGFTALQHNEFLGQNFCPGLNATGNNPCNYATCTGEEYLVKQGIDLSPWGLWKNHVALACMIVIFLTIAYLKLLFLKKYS
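Assay system – ABCG2 IgMXP3 and barcoded ABCB1 CCRF-Adr cell mix · Input – 3 million cells/mL in well · Reagent – JC-1 fluorescent substrate · Compound – single test compound dose, 6.6 µM final · Timing – 10 min exposure at 25 °C with rotation, no wash · Detection – flow cytometry of retained JC-1 fluorescence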
Rac1 wt modul: human Rac1 wildtype GTP binding, inhibitors and activators. GTP binding activity (% of control), % at 10 µM. AID 757. 0.27% of 190,000 active. P63000. GST-Rac1 beads, fluorescent GTP binding, flow cytometry; actives lie on both sides; 0 = cold GTP competed, 100 = untreated;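 active = GTP binding activity at least 20 points away from the 100% control level, either lower or higher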
Rab2 wt GTP: changes GTP binding to wildtype dog Rab2A, up or down; 0.19% of 190,000 active; GST-Rab2 wt beads, Bodipy-GTP binding, flow cytometry; GTP binding activity, % at 10 µM; P61105;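 active = GTP binding activity at least 20 points away from 100%, either lowered or raised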;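 note: 0% = beads with excess unlabeled GTP and 100% = no-compound control corrected for plate trend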
HRas wt GTP: modulators of GTP binding to human HRas wildtype. P01112. GST-Ras wt beads, Bodipy-FL-GTP binding, flow cytometry; actives lie on both sides. GTP binding activity, % at 10 µM. 0.14% of 190,000 active. AID 759;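 active = GTP binding activity at least 20% away from the 100% baseline, either lowered as inhibitor or raised as activator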;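 note: 0% = unlabeled GTP competition control and 100% = no-compound control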
* = called active by the depositor; · = not tested or not shown.

cpd | smiles | Rab2 wt GTP | Rac1 act GTP bind | Cdc42 wt GTP | Avidin fluor | Mcl1 Noxa PPI | ABCB1 inh | HRas wt GTP | Pf gamet viab | ABCG2 block | Rac1 wt modul | Rab7 wt GTP bind
1 | O=C(CS(=O)(=O)c1ccccc1)Nc1nc(-c2ccccc2)cs1 | 94 | 92 | 96 | 13 | 11 | 0.1 | 96 | -18 | 1 | 93 | 93
2 | CCc1ccccc1NC(=S)N(CCc1ccncc1)C(C)C | 94 | 91 | 90 | 8 | -1 | -0.6 | 91 | 4 | -1 | 90 | 100
3 | COc1cccc(OC(=O)N2CCOCC2)c1 | 94 | 96 | 93 | 6 | -4 | 0.2 | 94 | -12 | 0 | 95 | 95
4 | O=C(CSc1nc2cc(Cl)ccc2o1)Nc1ccc(N2CCOCC2)cc1 | 91 | 91 | 89 | 20 | 3 | -0.1 | 91 | · | 0 | 93 | 89
5 | COc1ccccc1-c1c(C#N)c(SCC(=O)N2CCCC2)nc(C)c1C(N)=O | 105 | 98 | 104 | 12 | 11 | 0.4 | 106 | · | 1 | 112 | 103
6 | C/C(Cc1ccccc1)=N/NC(=O)CCCC(=O)N/N=C(/C)Cc1ccccc1 | 99 | 99 | 101 | 23 | 21 | 0.3 | 98 | · | 1 | 99 | 98
7 | Cc1cccc(Oc2coc3cc(OC(=O)c4cccs4)ccc3c2=O)c1 | 100 | 100 | 101 | 13 | 14 | 0.2 | 100 | 12 | 3 | 108 | 101
8 | COc1ccc(NC(=O)Nc2ccc(C(=O)N3CCOCC3)cc2)c(OC)c1 | 96 | 95 | 96 | 2 | 7 | 0.8 | 96 | 18 | 1 | 97 | 97
9 | O=S(=O)(c1cccs1)N1CCN(CC(O)COC2CCCc3ccccc32)CC1 (stereo not given) | 104 | 102 | 106 | 16 | 29 | 0.7 | 101 | · | 2 | 107 | 102
10 | Cc1noc(C(=O)N2CC3(C)CC2CC(C)(C)C3)c1Cl (stereo not given) | 100 | 101 | 104 | 21 | -7 | 0.8 | 101 | · | 5 | 106 | 101
11 | CC1CN(C(=O)c2ccccc2NS(=O)(=O)c2cccc([N+](=O)[O-])c2)CC(C)O1 (stereo not given) | 101 | 101 | 102 | 10 | 11 | 0.8 | 101 | · | 7 | 102 | 97
12 | Clc1nc(CN2CCCCC2)nc2sc3c(c12)CCC3 | 95 | 96 | 95 | 12 | -7 | 0.1 | 95 | · | 0 | 97 | 94
13 | OCCC1CN(Cc2ccc(C(F)(F)F)cc2)CCN1Cc1ccccc1 (stereo not given) | 97 | 93 | 91 | 6 | 23 | 0.1 | 96 | 7 | 1 | 93 | 99
14 | CCOC(=O)CC1=C(C(=O)OCC)C(c2ccc(C)o2)C(C#N)=C(N)O1 (stereo not given) | 103 | 102 | 101 | 10 | 13 | -0.1 | 102 | -9 | -1 | 106 | 103
15 | Cc1cc(C(=O)CSc2nnc(-c3ccc(F)cc3)o2)c(C)n1CC1CCCO1 (stereo not given) | 99 | 101 | 103 | 9 | -13 | 0.5 | 99 | · | 4 | 103 | 95
16 | O=C(O)c1ccc(CSc2nnc(-c3ccncc3)n2-c2ccc(Br)cc2)cc1 | 93 | 92 | 90 | 21 | 5 | 0.7 | 95 | · | 1 | 99 | 99
17 | O=C(CCCn1c(=O)c2sccc2n(CC(=O)OCc2ccccc2)c1=O)NCc1ccco1 | 98 | 99 | 104 | 11 | 2 | 0.7 | 102 | · | 2 | 102 | 101
18 | Cc1ccc(C)c(NC(=O)CCC(=O)N/N=C/c2ccc3c(c2)OCO3)c1 | 94 | 95 | 97 | 11 | 16 | 0.0 | 99 | -17 | 2 | 97 | 100
19 | CCn1ncc(NC(=S)NCCc2ccccc2)c1C(N)=O | 91 | 92 | 94 | 5 | 14 | -0.2 | 92 | 2 | 8 | 95 | 90
20 | O=C(Cn1nnc(-c2ccccc2)n1)N/N=C/c1cccc([N+](=O)[O-])c1 | 97 | 97 | 105 | 23 | 11 | 1.5 | 101 | -8 | 9 | 107 | 101
21 | O=C(CCC1CCCC1)NC1CCCCC1 | 103 | 102 | 103 | 11 | 0 | 0.7 | 102 | 7 | 9 | 104 | 100
22 | COC(=O)C1C(=O)C2=C(CC1C)NC(=O)CC2c1ccc(F)cc1 (stereo not given) | 101 | 97 | 95 | 23 | -7 | -0.5 | 99 | · | 0 | 100 | 105
23 | COc1cccc(C(C(=O)Nc2ccc(F)cc2)N(C(=O)Cn2nnc3ccccc32)C2CC2)c1 (stereo not given) | 103 | 100 | 105 | 6 | -30 | 2.8 | 101 | · | 1 | 104 | 99
24 | COc1cccc(/C=N/NC(=O)C[n+]2ccccc2)c1O | 98 | 98 | 101 | 10 | -45 | -1.9 | 98 | -2 | -12 | 105 | 98

Excerpt, compounds 16 to 24
cpd | smiles | Rab2 wt GTP | Rac1 act GTP bind | Cdc42 wt GTP | Avidin fluor | Mcl1 Noxa PPI | ABCB1 inh | HRas wt GTP | Pf gamet viab | ABCG2 block | Rac1 wt modul | Rab7 wt GTP bind
16 | O=C(O)c1ccc(CSc2nnc(-c3ccncc3)n2-c2ccc(Br)cc2)cc1 | 93 | 92 | 90 | 21 | 5 | 0.7 | 95 | · | 1 | 99 | 99
17 | O=C(CCCn1c(=O)c2sccc2n(CC(=O)OCc2ccccc2)c1=O)NCc1ccco1 | 98 | 99 | 104 | 11 | 2 | 0.7 | 102 | · | 2 | 102 | 101
18 | Cc1ccc(C)c(NC(=O)CCC(=O)N/N=C/c2ccc3c(c2)OCO3)c1 | 94 | 95 | 97 | 11 | 16 | 0.0 | 99 | -17 | 2 | 97 | 100
19 | CCn1ncc(NC(=S)NCCc2ccccc2)c1C(N)=O | 91 | 92 | 94 | 5 | 14 | -0.2 | 92 | 2 | 8 | 95 | 90
20 | O=C(Cn1nnc(-c2ccccc2)n1)N/N=C/c1cccc([N+](=O)[O-])c1 | 97 | 97 | 105 | 23 | 11 | 1.5 | 101 | -8 | 9 | 107 | 101
21 | O=C(CCC1CCCC1)NC1CCCCC1 | 103 | 102 | 103 | 11 | 0 | 0.7 | 102 | 7 | 9 | 104 | 100
22 | COC(=O)C1C(=O)C2=C(CC1C)NC(=O)CC2c1ccc(F)cc1 (stereo not given) | 101 | 97 | 95 | 23 | -7 | -0.5 | 99 | · | 0 | 100 | 105
23 | COc1cccc(C(C(=O)Nc2ccc(F)cc2)N(C(=O)Cn2nnc3ccccc32)C2CC2)c1 (stereo not given) | 103 | 100 | 105 | 6 | -30 | 2.8 | 101 | · | 1 | 104 | 99
24 | COc1cccc(/C=N/NC(=O)C[n+]2ccccc2)c1O | 98 | 98 | 101 | 10 | -45 | -1.9 | 98 | -2 | -12 | 105 | 98

(further entries)
cpd | smiles | Rab2 wt GTP | Rac1 act GTP bind | Cdc42 wt GTP | Avidin fluor | Mcl1 Noxa PPI | ABCB1 inh | HRas wt GTP | Pf gamet viab | ABCG2 block | Rac1 wt modul | Rab7 wt GTP bind
25 | CCCN1Cc2cccc(C(=O)Nc3ccc(C)cc3)c2C1=O | 105 | 101 | 106 | 17 | -12 | 4.0 | 103 | · | 41 | 106 | 101
26 | COc1ccc(CC(=O)Nc2ccc(-c3cn4cccc(C)c4n3)cc2)cc1OC | 92 | 94 | 95 | 8 | 7 | 1.1 | 93 | · | 3 | 91 | 97
27 | CCNC(=O)c1cc2ccccc2o1 | 101 | 97 | 102 | -1 | -3 | 0.0 | 101 | 8 | 0 | 102 | 102
28 | O=C(CCC(=O)c1ccc(Oc2ccccc2)cc1)Nc1ccc(Cl)cc1Cl | 98 | 94 | 100 | 10 | -17 | -0.2 | 99 | · | 0 | 102 | 97
29 | COc1ccc(OC)c(C(=O)CSc2nnc(Cc3cccs3)n2C)c1 | 103 | 100 | 100 | 18 | 15 | 0.4 | 101 | · | 3 | 100 | 103
30 | O=C(CCCCCN1C(=O)c2cccc3cccc(c23)C1=O)NCCO | 96 | 95 | 97 | 6 | 13 | 1.1 | 95 | -15 | 18 | 94 | 96
31 | Cc1ccc(-n2c(SCC(=O)NCc3ccco3)nc3c([nH]c4ccccc43)c2=O)cc1 | 94 | 93 | 90 | -1 | 9 | -0.6 | 93 | · | 0 | 91 | 95
32 | COc1ccc(Cc2nnc(NC(=O)Cn3cnc4c3c(=O)n(C)c(=O)n4C)s2)cc1OC | 100 | 100 | 103 | 6 | -6 | 0.0 | 99 | · | 0 | 101 | 100
33 | CC(C(=O)N1c2ccccc2CCc2ccccc21)n1nnc(-c2ccc(N(C)C)cc2)n1 (stereo not given) | 99 | 98 | 98 | 8 | -16 | 2.4 | 101 | -16 | 7 | 107 | 101
34 | Cn1c(C(=O)Nc2ccc3c(c2)OCCO3)cc2sccc21 | 96 | 96 | 96 | 14 | 5 | 0.4 | 98 | · | 2 | 94 | 93
35 | N#Cc1ccc(C(=O)OCC(=O)Nc2ccc(N3CCOCC3)cc2)cc1 | 98 | 95 | 98 | 24 | 10 | 0.2 | 97 | -12 | 2 | 98 | 104
36 | CCN(CC)C(=O)c1cn(C)c(=O)c2cc(OC)c(OC)cc12 | 97 | 97 | 97 | 8 | 18 | 0.3 | 98 | -10 | 1 | 100 | 96
37 | Nc1nc(SCC(=O)Nc2cc(S(=O)(=O)N3CCOCC3)ccc2Cl)n[nH]1 | 97 | 97 | 93 | 18 | 5 | 0.0 | 99 | -4 | -1 | 98 | 101
38 | Cn1cccc1C(=O)Nc1nc(-c2ccccn2)cs1 | 99 | 99 | 100 | 12 | 8 | -5.4 | 100 | -14 | -6 | 101 | 100
39 | Cc1cc(NC(=O)CN2CCCC2c2nc3ccccc3s2)no1 (stereo not given) | 97 | 96 | 97 | 16 | 0 | 1.4 | 100 | -35 | 3 | 97 | 100
40 | COC(=O)/C(=C\Nc1ccc(OC)cc1)NC(=O)c1ccc(Cl)cc1Cl | 95 | 94 | 96 | 7 | 11 | 0.0 | 95 | · | 0 | 95 | 89
41 | O=c1[nH]c(CSc2nc3ccccc3[nH]2)nc2c1cnn2-c1ccccc1 | 98 | 100 | 100 | 12 | 9 | 0.1 | 100 | 8 | 9 | 103 | 99
42 | CC(=O)N(c1ccccc1)c1nnc(-c2cnc(C)cn2)s1 | 103 | 100 | 105 | 12 | 13 | 0.7 | 101 | 4 | 4 | 103 | 99
43 | Cc1nnc(SC(C)C(=O)Nc2ccc(S(=O)(=O)N3CCCCC3)cc2)s1 (stereo not given) | 102 | 104 | 100 | 10 | -7 | 0.6 | 103 | 11 | 5 | 105 | 102
44 | CC(=O)C1=C(C)Nc2ncnn2C1c1ccc(Cl)cc1Cl (stereo not given) | 102 | 98 | 102 | 13 | -3 | -0.2 | 101 | -8 | 13 | 108 | 105
45 | COC(=O)c1ccccc1NC(=O)CSc1nnc(-c2ccoc2C)n1C | 102 | 100 | 102 | 15 | -9 | 0.0 | 100 | · | 11 | 105 | 102

Bioassay records from PubChem BioAssay.
